Screening data (PubChem BioAssay)
Diaph act CS = diaphorase activation or chemical reduction counter-screen. Diaphorase/resazurin coupled assay, resorufin fluorescence, 16 min; stronger effect = higher value; 1 = vehicle wells, 0 = NADH-free wells. activation factor at 20 µM. 190,000 tested, 0.005% active. AID 1229;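 active = diaphorase activity raised at least twofold by the compound at 20 µM; inactive = activation factor below 2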
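Material: bacterial diaphorase enzyme (C. kluyveri); amount: enzyme 0.07 U/mL final; reagent: NADH substrate 0.114 mM plus resazurin dye 0.1 mM, final; doses: single compound dose of 20 µM, 1% DMSO final; timing: 16 min enzyme reaction, ambient temperature; measured by: fluorescence of resorufin, 544 nm excitation, 590 nm emission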
S1P3 antag = antagonists of human S1P3 receptor | Q99500 | CHO S1P3 NFAT-BLA reporter, FRET fluorescence, antagonist mode | inhibition, % at 4.98 µM | 170,000 tested, 0.27% active | AID 485;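 active = inhibition above the plate cutoff, the mean inhibition of test wells on that plate plus 3 SD, cut at about 28% in these data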;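 note: cells challenged with S1P at its EC80 of 0.8 µM; blue over green emission ratio from cleaved BLA substrate after 4 h stimulation; 0% = S1P-stimulated wells and 100% = unstimulated DMSO-only wells; some compounds past the cut are filed as inactive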
Target sequence (Q99500 whole entry, looked up): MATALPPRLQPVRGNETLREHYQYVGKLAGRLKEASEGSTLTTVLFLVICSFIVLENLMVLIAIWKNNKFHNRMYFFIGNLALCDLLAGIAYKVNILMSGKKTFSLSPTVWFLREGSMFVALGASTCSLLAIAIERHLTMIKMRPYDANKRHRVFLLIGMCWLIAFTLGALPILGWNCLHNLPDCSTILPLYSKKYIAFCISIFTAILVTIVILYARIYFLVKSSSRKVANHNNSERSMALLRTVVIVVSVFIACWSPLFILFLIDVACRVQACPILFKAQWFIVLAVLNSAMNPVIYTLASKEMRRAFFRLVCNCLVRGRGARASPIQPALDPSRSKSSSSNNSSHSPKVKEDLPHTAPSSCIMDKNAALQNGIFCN
TLR4-MyD88 BLA = blocks binding of human TLR4 to MyD88; O00206+Q99836; 200,000 tested, 0.18% active; inhibition, % at 8.4 µM; AID 861; HeLa CL3-4 TLR4/MyD88 BLA complementation, FRET ratio; in the data active = inhibition above about 25%;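 note: 0% = vehicle and 100% = reference inhibitor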
DTT redox prof = compounds producing H2O2 with reducing agent – biochemical, NIH compound library profiling, artefact control for MLSCN library redox annotation, primary screen. DTT-dependent redox cycling H2O2, phenol red/HRP absorbance; 100% = 100 µM peroxide control, 0% = buffer. activation, % at 10 µM. 200,000 tested, 0.03% active. AID 878;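 active = activation of at least 50% relative to the plate's high and low controls in the primary single-dose screen; inactive = activation below 50%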;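 note: compound incubated with DTT at 0.8 mM final as the reducing agent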
RAM network inh = blocks the yeast RAM network; S. cerevisiae dse1pr::URA3 reporter, 5-FOA growth OD615, 2 d; analog-sensitive cbk1-as2 kinase mutant strain; inhibition, % at 50 µM; 190,000 tested, 1.8% active; AID 868;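 active = inhibition above a set limit, 3 SD over mean compound inhibition, cut at about 8.4% in these data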;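 note: 0% = DMSO-only wells with no growth and 100% = 10 µM 1-NA-PP1 full growth; inhibition rescues growth on 5-FOA so higher OD means more RAM inhibition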
L major viab = Leishmania major promastigote growth inhibition; Leishmania major promastigotes, resazurin fluorescence viability; inhibition, % at 10 µM; 200,000 tested, 9% active;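 note: promastigotes grown with compound for 44 hours at 28 °C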
Hsp70 act = transcriptional activators of Hsp70; HeLa Hsp70 promoter luciferase reporter, luminescence; scaled: vehicle 0, proteasome-inhibitor control 100%; activation, % at 10 µM; 200,000 tested, 0.04% active;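 active = activation above the mean across all tested compounds plus 3 SD, cutoff set per campaign, cut at about 5.5% in these data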;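 note: 100% = MG132 at 30 µM as the positive control and 0% = DMSO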
PMI act hi M6P = increases human PMI activity with near-saturating mannose 6-phosphate; P34949; coupled PMI enzyme assay, resazurin fluorescence, 20 min; stronger effect = higher value; 1 = untreated enzyme, 0 = substrate-free blank; activation factor at 20 µM; 190,000 tested, 0.34% active;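 active = activation factor of 2 or more at 20 µM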
Target sequence (P34949 whole entry, looked up): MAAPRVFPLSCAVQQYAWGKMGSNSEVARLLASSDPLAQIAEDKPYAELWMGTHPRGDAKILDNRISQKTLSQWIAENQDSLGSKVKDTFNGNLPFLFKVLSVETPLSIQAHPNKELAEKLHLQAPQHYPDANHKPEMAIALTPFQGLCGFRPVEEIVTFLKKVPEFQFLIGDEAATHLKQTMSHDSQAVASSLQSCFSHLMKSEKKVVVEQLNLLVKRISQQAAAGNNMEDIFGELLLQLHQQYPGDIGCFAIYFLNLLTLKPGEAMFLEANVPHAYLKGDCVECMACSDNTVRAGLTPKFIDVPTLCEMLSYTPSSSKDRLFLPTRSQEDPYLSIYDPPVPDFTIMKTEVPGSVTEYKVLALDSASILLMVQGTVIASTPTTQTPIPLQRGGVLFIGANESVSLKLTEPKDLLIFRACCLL
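Test system: human phosphomannose isomerase with PGI, G6PDH, diaphorase coupling enzymes; amount: 15 ng/mL PMI; incubation: enzyme reaction with compound 20 min at room temperature; technique: resorufin fluorescence (Ex 544/Em 590 nm) from resazurin via diaphorase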
Diaph inh CS = diaphorase inhibition or chemical oxidation counter-screen. diaphorase resazurin-to-resorufin fluorescence, NADH, 16 min; bacterial (C. kluyveri) enzyme, not human. 190,000 tested, 0.69% active. inhibition, % at 20 µM;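 active = primary screen inhibition at 20 µM above a set limit, cut at about 50% in these data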;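 note: plate controls were DMSO with full reaction for no effect and wells lacking NADH for full effect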
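Assay system – diaphorase enzyme from Clostridium kluyveri · Amount – diaphorase 0.14 U/mL (working solution) · Times – reaction incubation of 16 min at room temperature · Controls – No-NADH positive control and DMSO neutral control · Signal – resorufin fluorescence 544/590 nm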
G6PDH CS = L. mesenteroides G6PDH inhibition counter-screen | Purified L. mesenteroides G6PDH, diaphorase/resazurin coupled fluorescence, 45 min | inhibition, % at 5 µM | 200,000 tested, 0.12% active
PMI act = increases human mannose-6-phosphate isomerase activity | purified human PMI, coupled resazurin fluorescence, 20 min; stronger effect = higher value; 1 = vehicle control, 0 substrate-free wells | activation factor at 20 µM | 190,000 tested, 0.005% active;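 active = activation factor of 2 or more at 20 µM, relative to plate controls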
Active calls of the source: *; · = no result given. Cut-off read from the data, not from the text of the source, unless noted: active = inhibition above about 50%; inactive = the rest.

mol	Diaph act CS	S1P3 antag	TLR4-MyD88 BLA	DTT redox prof	RAM network inh	L major viab	Hsp70 act	PMI act hi M6P	Diaph inh CS	G6PDH CS	PMI act
CCOc1cccc(-n2nnnc2-c2ccc(OC)cc2)c1	0.8	1	0	0.8	4.7	2	-0.2	0.9	15	10	0.8
CC1=C(C(=O)OC(C)C)C(c2ccsc2)NC(=O)N1C (stereo unspecified)	0.9	·	12	0.7	0.0	-5	0.1	0.9	7	2	0.9
O=C(/C=C/c1cccs1)N1CCN(c2ccccc2)CC1	0.9	0	1	-0.4	2.3	-1	-0.2	1	8	4	0.9
COc1cc(NC(=O)C2CCCN(S(=O)(=O)c3ccc4c(c3)oc(=O)n4C)C2)cc(OC)c1 (stereo unspecified)	0.7	·	-9	-1.2	5.6	0	-0.2	0.8	26	-3	0.9
C/C(=N\OCC(=O)Nc1ccc(OC(F)(F)F)cc1)c1ccc2c(c1)OCCO2	0.8	-7	6	-0.1	7.8	-1	-0.3	0.8	24	6	0.8
[N-]=[N+]=CC(=O)C(Cc1ccccc1)N1C(=O)c2ccccc2C1=O (stereo unspecified)	0.8	9	-13	-6.8	2.4	-1	0.0	0.9	19	15	0.9
Nc1nc(CN2CCN(c3ccccc3F)CC2)nc(Nc2ccccc2)n1	0.9	-19	16	0.8	1.2	7	0.1	1.1	10	2	1.2
NCCCC[C@H](NC(=O)C1CCNCC1)c1nnc(CN)o1	0.9	-13	-6	0.5	0.0	-4	-0.2	1.4	14	4	1.4
O=C(Nc1ccc(Cl)cc1)OCCn1nnnc1C(c1ccccc1)N1CCOCC1 (stereo unspecified)	0.9	-16	-7	0.4	1.0	27	-0.2	1	7	-2	1
COc1ccc(-c2noc(C3CCCN(C(=O)Nc4ccccc4)C3)n2)cc1 (stereo unspecified)	·	-6	7	-0.1	0.5	15	-0.4	·	·	11	·
O=C(CSc1ccc(-c2cccc([N+](=O)[O-])c2)nn1)NCc1ccccc1	0.9	-18	-3	-0.5	4.0	13	-0.2	1	5	1	1.1
Nc1ccc(N=Nc2ccccc2)c(N)n1	0.8	-9	1	1.2	0.7	4	-0.3	0.9	19	16	1
CCOC(=O)NC(=O)/C(N=Nc1cccc(C(F)(F)F)c1)=C(\C)O	1.1	-21	-1	-0.7	4.7	1	0.2	1	-7	1	1.1
Cc1cc(C(=O)N2CCN(c3ncccn3)CC2)sc1-c1ccccc1	·	-16	3	-0.8	·	-5	-0.2	·	·	·	·
Cn1c(=O)c2[nH]c(N3CCN(c4cccc(O)c4)CC3)nc2n(C)c1=O	0.9	-12	-2	-1.2	3.8	-2	-0.1	0.9	7	4	0.9
CCOC(=O)c1ccc(NC(=O)Cn2nnc(-c3ccccc3F)n2)cc1	0.9	-12	-5	0.1	-0.4	61*	-0.3	1	15	2	1
CN(Cc1ccco1)C(=O)Cn1c(=O)oc2cc(S(=O)(=O)NCc3ccccc3)ccc21	0.7	-6	3	-0.2	4.2	-1	-0.2	0.9	27	-7	0.9
CN1CCN(C(=S)Nc2cc([N+](=O)[O-])ccc2Cl)CC1	0.9	8	-5	0.3	-0.7	66*	0.1	0.8	10	-16	1
CCCC1=[N+](CC(=O)c2ccccc2)CCn2c(C)ccc21	1	·	13	2.1	0.5	90*	-0.1	1.2	3	7	1.2
CC(=O)Nc1ccc(NC(=O)Cc2sc(C)nc2-c2ccc(C)cc2)cc1	0.8	-8	23	0.5	3.3	-7	-0.3	0.7	19	-8	0.9
Cc1ccc(-n2nnnc2C(Cl)c2nnnn2-c2ccc(C)cc2)cc1	0.6	-8	-6	-0.1	-1.3	99*	-0.3	1	35	-16	1
Cc1ccc(NC(=O)CC2C(=O)N(Cc3ccccc3)C(=S)N2NC(=O)c2ccccc2)c(C)c1 (stereo unspecified)	0.9	-6	15	0.3	2.8	33	-0.3	1.2	10	-5	1.1
COc1cc(NS(=O)(=O)c2ccc(OC)c(C)c2C)c(OC)cc1Cl	0.8	31	-18	0.2	6.0	100*	-0.4	0.9	16	10	0.9
CC(=O)/C=C1/C(=O)Nc2ccccc21	0.9	-26	-11	-1.1	0.9	94*	0.6	1	7	12	1.1
O=C(c1ccc(N2C(=O)CCC2=O)cc1)N1CCOCC1	0.9	14	4	0.5	0.8	-7	0.0	1	9	-4	1
Cc1cccc(-n2c3nc(=O)[nH]c(=O)c-3cc3c(C)nn(-c4ccccc4)c32)c1	0.8	-7	-1	-0.2	0.7	12	-0.2	1	15	-6	0.9
COc1ccccc1CNC(=O)CCSCc1cccc(Cl)c1	0.9	1	5	0.8	-1.0	6	-0.4	1	9	-10	0.9
COC(=O)C(Cc1ccccc1)NC(=O)CSc1nc(C)cc(=O)[nH]1 (stereo unspecified)	0.8	-27	-12	-1.2	0.3	-12	-0.2	1	20	-3	1.1
Cn1nnnc1SCCNCc1ccccc1OCc1ccccc1Cl	1.1	3	-9	-2.6	-0.6	31	0.0	1.1	-6	0	1.1
COc1ccc(C(CNC(=O)c2ccc(S(=O)(=O)N3CCOCC3)cc2)N2CCCCC2)cc1 (stereo unspecified)	·	-6	2	1.8	3.6	0	-0.3	·	·	·	·

mol	Diaph act CS	S1P3 antag	TLR4-MyD88 BLA	DTT redox prof	RAM network inh	L major viab	Hsp70 act	PMI act hi M6P	Diaph inh CS	G6PDH CS	PMI act
COc1ccc(N2CCN(C(=O)CCc3ccc(S(=O)(=O)NC(C)C)cc3)CC2)cc1	0.9	·	-11	-0.5	7.4	4	-0.3	0.9	11	1	1
Cc1ccc(NC(=O)c2cccc(S(C)(=O)=O)c2)cc1	1	-26	-8	-0.1	0.1	0	0.0	0.9	5	-2	1
CCOC(=O)N1CCN(Cc2nc(N)nc(Nc3ccccc3C)n2)CC1	0.8	·	24	1.7	0.1	-2	-0.1	1.1	16	5	1
Cc1cc(C)nc(NN2C(=O)/C(=C/c3ccc(O)cc3)SC2=S)n1	0.9	·	-11	-4.5	3.5	5	0.2	0.9	8	5	1
CCOC(=O)C(NC(C)=O)(OCc1ccccc1)C(F)(F)F (stereo unspecified)	0.9	-6	-8	0.3	0.5	-5	-0.4	1	8	9	1
O=C(CC12CC3CC(CC(Br)(C3)C1)C2)OCCN1CCCCC1	0.9	-10	5	5.2	2.8	-2	-0.3	1	7	4	1.1
O=C1CC(c2ccco2)CC2=C1C(c1ccccc1)n1nc(C(F)(F)F)nc1N2 (stereo unspecified)	0.9	-23	16	0.8	0.1	1	0.1	1	6	-1	0.9
C=C1C(C(=O)Nc2ccc(F)cc2)C1C(=O)Nc1ccc(F)cc1 (stereo unspecified)	1.1	-9	2	0.7	2.2	0	-0.1	1.1	-11	8	1.1
COc1cccc(NS(=O)(=O)c2ccc3[nH]cc(C(=O)NC4CC4)c(=O)c3c2)c1	0.8	-16	5	-1.3	1.3	-5	-0.3	0.9	19	-4	0.9
CCOC(=O)Cc1csc(N)n1	0.9	·	11	0.1	0.4	-6	-0.2	1	15	-2	0.9
Cc1cc(NC(=O)C(=O)c2c(C)[nH]c3ccccc23)no1	0.9	-18	-9	-0.8	0.8	13	-0.3	1	11	1	1
CCOn1c(-n2nc(C)cc2C)nc2ccccc2c1=O	1	·	-5	0.1	-1.1	-5	-0.3	1	5	8	1
COc1cc(NS(=O)(=O)c2ccc(N)cc2)ncn1	0.9	-8	-11	-2.1	1.4	-2	-0.1	1	14	2	1.1
Cc1onc(-c2c(F)cccc2Cl)c1C(=O)N1CCN(S(C)(=O)=O)CC1	1.1	-4	-4	2.8	0.3	-7	-0.1	1	-8	30	1
CC(C)CN1CCC(C(=O)N2CCN(c3ccccc3F)CC2)CC1	1	-7	-1	-0.3	1.1	82*	-0.2	1.1	1	5	1.1

3 neighbouring records from above, for reference:
mol	Diaph act CS	S1P3 antag	TLR4-MyD88 BLA	DTT redox prof	RAM network inh	L major viab	Hsp70 act	PMI act hi M6P	Diaph inh CS	G6PDH CS	PMI act
CCOC(=O)Cc1csc(N)n1	0.9	·	11	0.1	0.4	-6	-0.2	1	15	-2	0.9
Cc1cc(NC(=O)C(=O)c2c(C)[nH]c3ccccc23)no1	0.9	-18	-9	-0.8	0.8	13	-0.3	1	11	1	1
CCOn1c(-n2nc(C)cc2C)nc2ccccc2c1=O	1	·	-5	0.1	-1.1	-5	-0.3	1	5	8	1
